# Screening data as filed in PubChem BioAssay.
# Tau ThT inhib = qHTS for Inhibitors of Tau Fibril Formation, Thioflavin T Binding | Microtubule-associated protein tau (Homo sapiens), P10636 | recombinant tau K18 P301L, heparin-induced fibrillization, ThT fluorescence | Potency, µM (doses to about 57.4 µM), for the others: top-dose activity, negative = inhibition, hits mostly inhibitors | actives 2.1% (n = 270,000) | AID 1460, 2008; note: nearly all actives have a fitted effect of over 55% in size
# Target sequence (P10636 561-689 P618L limits assumed): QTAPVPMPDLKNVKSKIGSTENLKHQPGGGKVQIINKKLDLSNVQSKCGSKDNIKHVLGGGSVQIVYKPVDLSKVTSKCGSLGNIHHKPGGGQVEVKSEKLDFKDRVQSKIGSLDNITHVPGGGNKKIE
#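 Heparin-induced (20 uM) aggregation of recombinant human K18 P301L tau, 15 uM unlabeled with 0.24 uM labeled, pH 7 acetate buffer, 6 hr at 37 C with compound. Fibrils quantified by 30 uM ThT fluorescence after 1 hr ambient incubation.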
# aGal spleen mod = qHTS Assay for Inhibitors and Activators of Human alpha-Galactosidase From Spleen Homogenate; Alpha-galactosidase A (Homo sapiens), P06280; AID 2107, 2009; human spleen homogenate, 4MU-alpha-Gal fluorescence, 40 min; actives 0.008% (n = 240,000); Potency, µM (titrated, usually from 80 µM), inactives show at the top dose activity change, negative = inhibition, hits mostly inhibitors;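 note: 0% = enzyme with vehicle and -100% = no enzyme basal signal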
#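 Inhibition or activation of alpha-galactosidase in human spleen homogenate is scored by 4-MU fluorescence after 40 min at 37C, pH 5.0, with 1 mM substrate. AC50s come from concentration-response fitted to the Hill equation.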
# L3MBTL1 block = qHTS Assay for the Inhibitors of L3MBTL1. Potency, µM (highest dose often 57.1 µM), for inactives: top-dose activity, negative = inhibition, actives largely listed as inhibitors. AlphaScreen L3MBTL1–H3K9me1 peptide binding. actives 0.66% (n = 230,000). AID 485360, 2010. Lethal(3)malignant brain tumor-like protein 1 (Homo sapiens), Q9Y468; note: nearly all actives have a fitted effect of over 60% in size
#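 AlphaScreen proximity signal between nickel-chelate acceptor and streptavidin donor beads (final 10 ug/mL) reports binding of 50 nM L3MBTL1 to 75 nM biotin-H3 K9me1 peptide; complex incubated with compounds 30 min at room temperature; cefsulodin titration as control.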
# TRb SRC2 PPI = qHTS for Inhibitors of the Interaction of Thyroid Hormone Receptor and Steroid Receptor Coregulator 2; TRbeta-SRC2 peptide binding, fluorescence polarization; receptor liganded with 1 µM T3; Potency, µM (series often up to 106 µM), for inactives: at the highest dose activity change, negative = inhibition, actives largely listed as inhibitors; actives 0.065% (n = 280,000); AID 1469, 2008;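 note: plate controls were bound peptide for no effect and peptide without receptor for full effect; nearly all actives have a fitted effect of over 50% in size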
# Target sequence (P10828 whole entry, looked up): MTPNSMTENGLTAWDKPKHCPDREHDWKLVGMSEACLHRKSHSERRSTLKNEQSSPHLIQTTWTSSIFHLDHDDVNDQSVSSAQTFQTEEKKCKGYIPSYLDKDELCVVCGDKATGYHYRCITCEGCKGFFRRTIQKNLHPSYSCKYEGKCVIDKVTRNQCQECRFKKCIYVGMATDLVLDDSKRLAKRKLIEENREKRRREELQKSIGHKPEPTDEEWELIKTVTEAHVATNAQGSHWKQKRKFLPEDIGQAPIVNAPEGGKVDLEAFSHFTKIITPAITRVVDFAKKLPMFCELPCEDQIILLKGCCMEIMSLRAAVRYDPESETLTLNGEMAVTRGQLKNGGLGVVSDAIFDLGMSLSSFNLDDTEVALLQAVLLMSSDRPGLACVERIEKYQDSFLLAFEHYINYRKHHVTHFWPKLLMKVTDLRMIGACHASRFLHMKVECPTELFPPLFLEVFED
#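 Each compound concentration gave % activity, normalized to unbound and bound Texas Red SRC2 controls, from polarization read after 5 hr ambient incubation with T3-loaded human TRb LBD.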
# TexasRed fluor = Total Fluorescence Counterscreen for Inhibitors of the Interaction of Thyroid Hormone Receptor and Steroid Receptor Coregulator 2; Potency, µM (highest dose often 106 µM), for inactives: top-dose fluorescence change, negative = quenching; TRb/SRC2 Texas Red total fluorescence interference; actives 0.29% (n = 280,000); active = well fitted curve in either direction with a large enough effect; inconclusive = small, poorly fitted or top-dose-only effect
#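 Human TRb ligand-binding domain at 0.6 uM with 20 nM Texas Red SRC2 peptide in Tris buffer containing 1 uM T3 and 5% DMSO, incubated with compound 5 h at ambient temperature. Total fluorescence (555/632 nm) calculated as parallel + 2 × perpendicular.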
# Tau FP inhib = qHTS for Inhibitors of Tau Fibril Formation, Fluorescence Polarization | K18 P301L tau heparin fibrillization, Alexa594 FP, 6 h | AID 1468, 2008 | Microtubule-associated protein tau (Homo sapiens), P10636 | Potency, µM (highest dose often 57.7 µM), inactives show top-dose activity, negative = inhibition, actives largely listed as inhibitors | actives 0.39% (n = 280,000); note: nearly all actives have a fitted effect of over 55% in size
#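 Recombinant K18 P301L […], labeled with Alexa 594 at 0.24 uM over 15 uM unlabeled; heparin inducer 20 uM final; 37 C, 6 hr; FP endpoint.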
# ALDH1A1 inh = qHTS Assay for Inhibitors of Aldehyde Dehydrogenase 1 (ALDH1A1); Purified ALDH1A1, NADH fluorescence, propionaldehyde substrate; Potency, µM (highest dose often 75.3 µM), inactives show top-dose activity, negative = inhibition, hits mostly inhibitors; actives 7.3% (n = 220,000); AID 1030, 2008; active = well fitted inhibition curve with a large enough effect, not every such curve was filed as active; inconclusive = small, poorly fitted or top-dose-only effect, or another doubt; inactive = no such curve, though single readings can be large or run the other way;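 note: plate controls were no enzyme wells and a reference inhibitor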
# Target sequence (P00352 whole entry, looked up): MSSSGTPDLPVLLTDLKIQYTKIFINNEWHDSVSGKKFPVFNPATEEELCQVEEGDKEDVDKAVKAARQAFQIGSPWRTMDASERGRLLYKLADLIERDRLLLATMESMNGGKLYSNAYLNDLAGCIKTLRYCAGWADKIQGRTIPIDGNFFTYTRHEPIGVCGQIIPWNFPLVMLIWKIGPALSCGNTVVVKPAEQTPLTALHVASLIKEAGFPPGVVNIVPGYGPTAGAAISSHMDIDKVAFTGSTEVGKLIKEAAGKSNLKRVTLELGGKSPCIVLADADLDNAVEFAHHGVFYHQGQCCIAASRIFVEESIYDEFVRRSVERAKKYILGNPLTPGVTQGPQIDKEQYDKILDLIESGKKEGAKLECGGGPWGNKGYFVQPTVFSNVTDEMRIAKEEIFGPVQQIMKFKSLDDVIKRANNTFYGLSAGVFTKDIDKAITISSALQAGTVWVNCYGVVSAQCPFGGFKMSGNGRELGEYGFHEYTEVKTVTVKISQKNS
# Tau fluor cs = Counterscreen qHTS for Inhibitors of Tau Fibril Formation, Fluorescence Polarization | tau K18 P301L Alexa594 fluorescence, heparin fibrillization | Potency, µM (doses to about 57.7 µM), inactives show at the highest dose activity change, negative = decrease | AID 1463, 2008 | actives 0.93% (n = 280,000); note: nearly all actives have a fitted effect of over 55% in size
#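 Human tau K18 P301L (15 uM unlabeled, 0.24 uM Alexa 594-labeled) in 100 mM sodium acetate pH 7 with 20 uM heparin, 6 hr at 37 C. ThT 30 uM added, 1 hr ambient; Alexa 594 FP and total fluorescence read at 555/632 nm.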
# Active calls of the source: *; ? = inconclusive; · = not tested or not shown; [ ] = another dose, or the depositor's remark. Unless noted, calls come from the whole dose curve; as a rule, active = well fitted curve in the direction sought with a large enough effect; inconclusive = small, poorly fitted or top-dose-only effect, or another doubt; inactive = no such curve, though single readings can be large; an effect the other way counts as inactive or inconclusive. Unless noted, % is set by controls: 0 for no effect and ±100 for the full control effect; potency is the fitted concentration of half-maximal effect.
# Preview (3 entries):
# Values run as follows: Tau ThT inhib	aGal spleen mod	L3MBTL1 block	TRb SRC2 PPI	TexasRed fluor	Tau FP inhib	ALDH1A1 inh	Tau fluor cs
1. Cc1nnc(SCC(=O)c2ccc(S(=O)(=O)N3CCOCC3)cc2)n1-c1ccccc1
  -8%	3%	-3%	2%	3%	-3%	6%	-1%
2. CCOCCCNC(=O)c1c[nH]c2c(CC)cccc2c1=O
  -2%	7%	-4%	-6%	-2%	3%	?	7%
3. CCOc1ccc(OCC)c(NC(=O)C2CCN(S(=O)(=O)c3ccc(Br)s3)CC2)c1
  -1%	·	·	-2%	-1%	-6%	·	-14%

# The whole of this part, from the first entry:
# Values run as follows: Tau ThT inhib	aGal spleen mod	L3MBTL1 block	TRb SRC2 PPI	TexasRed fluor	Tau FP inhib	ALDH1A1 inh	Tau fluor cs
1. Cc1nnc(SCC(=O)c2ccc(S(=O)(=O)N3CCOCC3)cc2)n1-c1ccccc1
  -8%	3%	-3%	2%	3%	-3%	6%	-1%
2. CCOCCCNC(=O)c1c[nH]c2c(CC)cccc2c1=O
  -2%	7%	-4%	-6%	-2%	3%	?	7%
3. CCOc1ccc(OCC)c(NC(=O)C2CCN(S(=O)(=O)c3ccc(Br)s3)CC2)c1
  -1%	·	·	-2%	-1%	-6%	·	-14%
4. Cc1ccc(C)c(NC(c2ccccc2)c2nnc(-c3ccccc3F)o2)c1 (stereo unspecified)
  -11%	·	·	0%	0%	-5%	·	-24%
5. CCCCN(C)C(=O)C1CCC(CNS(=O)(=O)c2ccc(Cl)cc2)CC1 (stereo unspecified)
  -1%	·	·	-6%	-4%	-8%	·	-5%
6. Nc1cccc(NP(=O)(c2ccccc2)c2ccccc2)c1
  -5%	6%	-1%	-4%	-1%	-6%	·	-8%
7. COc1ccc(Cn2c(=O)[nH]c3cc(C(=O)NCCCN4CCCC4=O)ccc3c2=O)cc1
  ?	15%	3%	2%	1%	-8%	-13%	-20%
8. CCCCCCC1CC(=O)NC(=O)N1 (stereo unspecified)
  6%	-2%	0%	4%	0%	0%	6%	8%
9. OCCNc1nc(C2CC2)nc2c1nnn2Cc1ccccc1Cl
  -4%	3%	5%	-1%	1%	-6%	?	-6%
10. Cc1ccc(/C=C/C(=O)NCc2ccncc2)cc1
  -6%	-1%	9%	-4%	-3%	-1%	6%	-5%
11. Cc1ccc(CNc2ccc3c(c2)ncn3C)cc1
  -18%	7%	0%	-4%	1%	0%	?	-11%
12. O=C(Nc1sc2c(c1C(=O)O)CCCCC2)c1ccccc1
  11%	-3%	-26%	5%	2%	-3%	?	8%
13. O=C(CN1CCN(C/C=C/c2ccccc2)CC1)Nc1ccccc1C(=O)NC1CC1
  -12%	7%	-8%	-6%	-3%	-8%	?	-14%
14. COC(=O)c1ccc(CSc2nc3ccccc3c(=O)n2-c2ccc(OC)c(OC)c2)o1
  -9%	-5%	·	-14%	1%	0%	-2%	-16%
15. O=C(COc1ccc(Cl)cc1Cl)Nc1c(-c2cccs2)nc2ccccn12
  14%	-9%	7%	11%	0%	7%	?	7%
16. CC(=O)NCCNC(=O)C1CCCCN1S(=O)(=O)c1ccccc1 (stereo unspecified)
  -1%	2%	4%	2%	0%	-5%	7%	5%
17. COC(=O)/C(=C/c1ccc(F)cc1)NC(C)=O
  -6%	-7%	0%	-7%	-1%	1%	10%	-4%
18. CCCOC(=O)Cn1c(=O)c2cc3c(=O)n(CC(=O)OCCC)c(=O)c3cc2c1=O
  -1%	5%	·	-7%	-4%	-4%	?	0%
19. O=c1oc2ccccc2nc1/C=C(O)/C=C/c1ccc(F)cc1
  8%	-3%	?	-5%	5%	15%	-137%	2%
20. CCc1c(C)[nH]c2ccccc2c1=O
  1%	-5%	1%	2%	-2%	1%	4%	7%
21. Cc1c(Cl)ccc2c(C(=O)O)cc(-c3ccccc3)nc12
  4%	19%	16%	-7%	-5%	8%	·	1%
22. CCOC(=O)C(NC(=O)c1cccc(Cl)c1)(OCc1ccc(F)cc1)C(F)(F)F (stereo unspecified)
  14%	1%	61%[activator]	-4%	-8%	4%	-9%	2%
23. COc1cc(OC)cc(-c2cc(NC(C)=O)n[nH]2)c1
  -12%	1%	0%	-11%	-1%	0%	2%	-10%
24. O=C(COC(=O)c1ccncc1)Nc1cc(Cl)c(Cl)cc1Cl
  -8%	0%	-2%	-5%	-3%	-7%	13%	-8%
25. CCN(c1ccccc1)c1nnc(NC(=O)Nc2cccc(Br)c2)s1
  2%	·	·	-10%	0%	2%	·	-3%
26. Cc1ccc(C)c(S(=O)(=O)N2CC(=O)N(CCc3ccccc3)C(=O)C2)c1
  ?	-1%	53%[activator]	-9%	-3%	-5%	?	?
27. O=C(CCc1nc(-c2ccccc2)no1)NCc1cccnc1
  -10%	-15%	·	-19%	-1%	-2%	1%	-6%
28. COC(=O)c1ccccc1NC(=O)c1cccc(NC(=O)c2ccc(Br)o2)c1C
  ?	2%	·	-11%	-5%	-5%	11%	-21%
29. CC1=NN(c2ccc(C(=O)O)c(N)c2)C(=O)C1
  ?	4%	·	9%	?	?	?	-29%
30. COc1ccc(Oc2c(C(F)(F)F)oc3c(CN4CCCC(C)C4)c(O)ccc3c2=O)cc1 (stereo unspecified)
  -6%	·	·	-2%	-10%	-5%	·	-15%
31. CCOC(=O)c1c(C)cc(O)c(C)c1O
  -3%	5%	·	-4%	-5%	-7%	1%	-8%
32. CC(=O)Nc1ccc(C(=O)n2cnc3cc(C)c(C)cc32)cc1
  -12%	0%	·	3%	4%	-7%	-6%	-17%
33. C=CCSc1nc(N)c(C(=O)Nc2ccccc2C)cc1C(N)=O
  1%	-2%	-7%[11.4 µM]	5%	1%	3%	-12%	-6%
34. COc1ccc([N+](=O)[O-])cc1NC(=O)CN(C)S(=O)(=O)c1ccccc1
  -3%	-8%	0%	0%	-2%	-2%	-3%	-10%
35. CCOc1ccc(N(CC(=O)NCC2CCCO2)C(=O)CCC(=O)Nc2ccccn2)cc1 (stereo unspecified)
  -4%	8%	3%	0%	2%	-1%	-1%	2%
36. COc1cc2ccccc2cc1C(=O)N1CCN(c2nc3c(C)cc(C)cc3s2)CC1
  -17%	·	·	8%	-1%	-7%	·	-11%
37. COc1ccc(N(C(=O)CS(=O)CC(=O)Nc2ccc(F)cc2)C(C(=O)NC2CCCCC2)c2cccs2)cc1 (stereo unspecified)
  -3%	-3%	12%	3%	3%	?	6%	-8%
38. C=CCn1c(SCC(=O)c2ccc(CNC(C)=O)o2)nc2ccccc2c1=O
  ?	0%	·	-6%	-1%	-1%	?	-12%
39. O=C1/C(=C/c2cccc([N+](=O)[O-])c2)CCc2ccccc21
  25µM*	-3%	-13%	-7%	-3%	-3%	?	?
40. CSc1nc2ccc3nc(NC(=O)c4ccc(Cl)s4)sc3c2s1
  -3%	-9%	3%	-13%	-1%	0%	3%	7%
41. Cc1cccc(C)c1NC(=S)NC1CCCCC1
  1%	-10%	8%	8%	-3%	1%	-6%	-3%
42. COC(=O)c1cn(Cc2c(C)cc(C)cc2C)nn1
  6%	-11%	5%	2%	0%	2%	3%	7%
43. CCCn1nnc(NCc2ccc(OCc3cccs3)c(OC)c2)n1
  -6%	7%	-7%	-6%	-3%	-3%	-4%	-12%
44. Cc1ccc(Cl)cc1NC(=O)c1cccc(OC(F)F)c1
  -14%	-19%	·	-5%	-1%	-9%	-4%	-22%
45. COC(=O)c1cc(Nc2nc3ccccc3nc2NS(=O)(=O)c2ccc(C)cc2)ccc1Cl
  ?	·	·	-4%	-1%	-14%	·	?
46. Cc1cc(C(=O)N/N=C2\CC(=O)c3ccccc32)c(C)n1-c1ccc(F)cc1
  ·	0%	·	-1%	-1%	6%	·	-21%
47. COCCn1nnnc1CN1CCC(Cc2ccccc2)CC1
  2%	3%	11%	-9%	-9%	1%	-13%	-1%
48. CCCOc1cccc(C(=O)NC(=S)Nc2ccc(N3CCN(C)CC3)cc2)c1
  ?	-2%	-11%	-8%	-1%	19%	?	?
49. CC(C)C(=O)NC(=S)Nc1ccccc1F
  -5%	-15%	0%	-2%	-3%	6%	-5%	-2%
50. COc1ccccc1-n1c(-c2ccc(C)cc2)cn2c3c(=O)n(C)c(=O)n(C)c3nc12
  -9%	·	·	9%	-3%	-4%	·	-8%
51. CCCN1CC(O)=C(C#N)C1=O
  2%	9%	31%[activator]	1%	0%	4%	7%	0%
52. CCOc1ccc(Br)cc1-c1noc(-c2cccs2)n1
  -12%	4%	·	4%	1%	-10%	-1%	-13%
53. CCCCNc1nc2ccccc2c2nc(-c3ccccc3)nn12
  -8%	·	·	-4%	4%	?	·	?
54. N#Cc1ccccc1NC(=O)C(=O)NCC(c1cccnc1)N1CCc2ccccc2C1 (stereo unspecified)
  ?	·	·	2%	5%	-4%	·	-20%
55. CCCCn1c(=O)c2oc3ccccc3c2n(Cc2cccc(F)c2)c1=O
  7%	·	·	3%	1%	-6%	·	-5%
56. COc1ccc(-n2c(-c3ccccc3)c[n+]3c2CCC3)cc1
  9%	3%	14%	0%	-1%	-5%	·	6%
57. S=C(NCCc1ccccc1)Nc1ccc(Br)cc1
  -4%	5%	4%	-4%	-7%	?	1%	?
58. CC1CCCC(C)N1C(=O)CSc1nnc(-c2cccs2)o1 (stereo unspecified)
  1%	?	5%	2%	0%	-3%	?	1%
59. CC1CCC(NC(=O)c2ccc3c(c2)N(Cc2ccccc2F)C(=O)c2ccccc2S3(=O)=O)CC1 (stereo unspecified)
  1%	·	·	-8%	1%	?	·	-22%
60. Cc1nc2sc(C(c3ccc(C(C)C)cc3)N3CCN(CCO)CC3)c(O)n2n1 (stereo unspecified)
  -12%	0%	5%	1%	3%	0%	7%	0%
